# Source: PubChem (Sanford-Burnham Center for Chemical Genomics)
# XBP1 UPR activ = activators of adaptive XBP1 UPR arm, primary screen, cell-based, CHO-XBP1 luciferase reporter, luminescence, uHTS. activation, % at 20 µM. IRE1-XBP1 UPR activation; percent of tunicamycin response, DMSO as zero. 330,000 tested, 0.33% active;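 active means versus positive control, 20 µM dose yields 30% or more activation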;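 further: 100% = tunicamycin at 10 µg/mL and 0% = DMSO only wells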
#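 Test system: CHO-XBP1 luciferase reporter cells | Buffer or medium: Serum-containing F12 medium, 10% FBS | Schedule: 6 h compound exposure at 37 °C, 5% CO2 | Detection: Steady-Glo luciferase glow luminescence, 10 min after reagent addition | Read-out basis: Activation, % of tunicamycin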
# tim10-1 inh = growth inhibitors of tim10-1 mutant yeast, primary screen, luminescence, uHTS | S. cerevisiae tim10-1 ts strain growth, BacTiter-Glo, 24 h | inhibition, % at 20 µM | 330,000 tested, 2.2% active | AID 463190, 2010;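 active means inhibition of at least 40%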;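 further: mutant grown at 25 °C; 0% = DMSO wells with yeast and 100% = wells holding no yeast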
# APJ antagonist = antagonists of human apelin receptor APJ, primary screen, CHO-K1 cells, beta-arrestin complementation, luminescence; inhibition, % at 20 µM; 330,000 tested, 0.32% active; AID 2521, 2010;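 active means inhibition above about 40% at 20 µM, limit read from the data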;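 further: cells challenged with 10 nM apelin-13 agonist together with compound; plate controls were apelin-13 plus DMSO wells for no effect and DMSO wells lacking apelin-13 for full effect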
# Target sequence (P35414 whole entry, looked up): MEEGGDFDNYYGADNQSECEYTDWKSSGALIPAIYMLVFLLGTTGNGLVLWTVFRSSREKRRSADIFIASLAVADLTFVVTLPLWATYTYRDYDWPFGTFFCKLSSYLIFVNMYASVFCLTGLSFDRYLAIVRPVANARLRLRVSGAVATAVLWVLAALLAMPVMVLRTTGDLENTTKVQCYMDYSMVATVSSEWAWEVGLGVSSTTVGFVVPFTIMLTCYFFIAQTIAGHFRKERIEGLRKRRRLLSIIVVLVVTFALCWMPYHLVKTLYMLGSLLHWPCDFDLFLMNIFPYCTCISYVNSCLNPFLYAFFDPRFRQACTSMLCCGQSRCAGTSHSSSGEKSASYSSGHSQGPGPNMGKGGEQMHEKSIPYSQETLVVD
# CXCR6 inh = CXCR6 receptor inhibitors, primary screen, cell-based, beta-arrestin, luminescence, CHO-K1 PathHunter, 1536-well; inhibition, % at 20 µM; 360,000 tested, 0.36% active; AID 602244, 2012; in the data active means inhibition above about 34%, passing the limit was not always enough;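 further: antagonist mode with CXCL16 agonist at 10 nM final; 0% = 10 nM CXCL16 with DMSO and 100% = unstimulated wells without agonist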
# Target sequence (O00574 whole entry, looked up): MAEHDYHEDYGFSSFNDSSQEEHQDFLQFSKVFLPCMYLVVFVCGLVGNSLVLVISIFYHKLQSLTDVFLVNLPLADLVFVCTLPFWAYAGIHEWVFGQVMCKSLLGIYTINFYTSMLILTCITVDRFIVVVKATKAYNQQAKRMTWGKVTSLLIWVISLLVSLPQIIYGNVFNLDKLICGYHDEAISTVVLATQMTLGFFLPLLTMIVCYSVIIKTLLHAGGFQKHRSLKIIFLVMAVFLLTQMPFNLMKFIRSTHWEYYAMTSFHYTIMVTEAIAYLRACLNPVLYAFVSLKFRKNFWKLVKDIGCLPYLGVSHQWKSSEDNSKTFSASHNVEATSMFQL
# TIM10 inh = growth inhibitors of isogenic TIM10 control yeast, primary screen, counter-screen for tim10-1 yeast inhibitor project, luminescence, uHTS | S. cerevisiae TIM10 strain growth, BacTiter-Glo luminescence, 24 h | inhibition, % at 10 µM | 330,000 tested, 1.4% active;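 active means inhibition of 40% or more at the single tested concentration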;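 further: wild-type TIM10 isogenic control strain grown at permissive 25 °C; 0% = DMSO yeast wells and 100% = minimal medium wells without yeast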
# APJ ag = agonists of human apelin receptor APJ, primary screen, CHO-K1 cells, PathHunter beta-arrestin, luminescence; 0% DMSO wells, 100% apelin; activation, % at 20 µM; 330,000 tested, 0.11% active;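 active means activation more than six SD over the plate average, tested at 20 µM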;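 further: 0% = DMSO alone and 100% = apelin-13 at 10 nM; some results filed as inactive read as strong as hits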
#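 Test system – PathHunter CHO-K1 APJ (AGTRL-1) beta-arrestin reporter cells · Input – 1000 cells/well · Compound – single test compound dose, 20 µM final, 1% DMSO · Times – compound stimulation 90 min at 25 °C, detection 60 min · Technique – beta-gal luminescence · Read-out basis – APJ–arrestin association signal · Control set – negative DMSO alone, positive Apelin-13 at 10 nM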
# Mdm2 MdmX PPI = inhibitors of human Mdm2-MdmX association, primary screen, cell-based, luminescence, split luciferase, SaOS-2, uHTS | 330,000 tested, 3% active | AID 485346, 2010 | Protein Mdm4 (Homo sapiens) + E3 ubiquitin-protein ligase Mdm2 (Homo sapiens), … | inhibition, % at 8 µM | SaOS-2 split-luciferase Mdm2/MdmX complementation;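 active means inhibition of at least 50% at 8 µM in the primary screen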
# tim23-1 inh = growth inhibitors of tim23-1 mutant yeast, primary screen, luminescence, uHTS | inhibition, % at 20 µM | S. cerevisiae tim23-1 growth, BacTiter-Glo luminescence, 24 h | 330,000 tested, 1.3% active | AID 463212, 2010;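 active means growth inhibition of the mutant yeast at or above 50%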;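 further: temperature-sensitive mutant grown at 25 °C; plate controls were DMSO-treated mutant yeast for no effect and medium wells lacking yeast for full effect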
# CHOP UPR activ = activators of apoptotic CHOP UPR arm, primary screen, cell-based, CHO-CHOP luciferase reporter, luminescence, uHTS; UPR activation; percent of tunicamycin response over DMSO baseline; activation, % at 10 µM; 330,000 tested, 0.34% active; AID 449763, 2010;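 active means at 10 µM dose, activation of 40% or more, normalized to positive control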;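 further: 100% = tunicamycin at 10 µg/mL and 0% = DMSO alone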
#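 System: CHO-CHOP luciferase reporter cell line; amount: 500 cells/well; buffer or medium: F12 medium containing 10% fetal bovine serum; incubation: 6 h compound exposure at 37 °C after overnight seeding; measured by: luciferase luminescence after 10 min with Steady-Glo reagent; evaluation: % reporter activation, DMSO baseline versus tunicamycin full activation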
# An asterisk follows results filed as active; nt = not tested or not shown. A portion of the library (hit frequency here may not be typical).
SMILES	XBP1 UPR activ	tim10-1 inh	APJ antagonist	CXCR6 inh	TIM10 inh	APJ ag	Mdm2 MdmX PPI	tim23-1 inh	CHOP UPR activ
CC1CCCCN1S(=O)(=O)c1ccc(S(=O)(=O)N2CCN(C)CC2)cc1 (stereo unspecified)	-1	-7	-5	8	1	3	-4	8	0.3
CN(CCO)CCC(=O)NC1(C)CS(=O)(=O)CC1S(=O)(=O)O (stereo unspecified)	-2	1	-5	4	6	-2	-8	11	1.1
COc1ccccc1CNC(=O)c1cccc(S(=O)(=O)N2CCN(c3ccc(F)cc3)CC2)c1	-3	20	-3	-5	21	-5	18	20	1.2
O=C(Nc1c2c(nc3ccccc13)CCCC2)c1ccccc1Cl	0	7	12	-7	-7	-2	-3	1	-1.9
O=C(CCN1CCOCC1)NNC(=O)Nc1cccc(C(F)(F)F)c1	-2	8	-26	-2	-5	9	24	12	-0.3
COCCn1c(SCc2cc(C(C)=O)ccc2OC)nc2cc(Cl)ccc2c1=O	-1	19	-2	-3	21	-1	27	32	5.9
O=C(Nc1ccc(N2CCOCC2)cc1)C1CC(=O)N(c2ccc(Cl)cc2)C1 (stereo unspecified)	-2	7	5	-10	-9	-2	6	7	0.4
CCOCCOc1nc2c(c(=O)n(C)c(=O)n2C)n1CCc1ccccc1	1	9	-5	8	18	-9	-1	-25	-1.6
C=C(C)CN1CCN(c2ccc(N3C(=O)CCCC3=O)cc2[N+](=O)[O-])CC1	0	2	12	13	7	-4	12	-8	1.8
CCC(C)N(CC(=O)Nc1cccc(C)c1C)C(=O)CCl (stereo unspecified)	-2	53*	8	4	54*	-2	100*	45	3.7
CC(C(=O)NCc1cccs1)N1CCN(S(=O)(=O)c2ccc3c(c2)OCCCO3)CC1 (stereo unspecified)	-2	15	10	-10	12	-7	33	25	4.0
COC(=O)c1c(C(=O)OC)c(-c2ccc(C)cc2)n2c1CS(=O)C2 (stereo unspecified)	-5	-2	20	8	-1	-3	3	17	-2.2
CCCCc1ccc(NC(=O)CSc2nnc(C)c(=O)n2N)cc1	2	7	-1	-1	-6	2	24	5	0.1
COc1ccc(CNC(=O)NS(=O)(=O)c2ccc(C)cc2)cc1	1	-7	4	26	-2	4	8	11	-0.8
CN(Cc1ccccc1)S(=O)(=O)c1ccc2c(c1)OCCO2	0	42*	-1	-6	36	-5	1	41	-0.8
Cc1cc(C)c(C(=O)Nc2ccc(S(=O)(=O)Nc3onc(C)c3C)cc2)c(C)c1	0	-14	7	-1	-4	1	27	-10	1.4

# Exported with values under each structure: part of the list above
# Order of results – XBP1 UPR activ	tim10-1 inh	APJ antagonist	CXCR6 inh	TIM10 inh	APJ ag	Mdm2 MdmX PPI	tim23-1 inh	CHOP UPR activ
CC1CCCCN1S(=O)(=O)c1ccc(S(=O)(=O)N2CCN(C)CC2)cc1 (stereo unspecified)
 : -1	-7	-5	8	1	3	-4	8	0.3
CN(CCO)CCC(=O)NC1(C)CS(=O)(=O)CC1S(=O)(=O)O (stereo unspecified)
 : -2	1	-5	4	6	-2	-8	11	1.1
COc1ccccc1CNC(=O)c1cccc(S(=O)(=O)N2CCN(c3ccc(F)cc3)CC2)c1
 : -3	20	-3	-5	21	-5	18	20	1.2
O=C(Nc1c2c(nc3ccccc13)CCCC2)c1ccccc1Cl
 : 0	7	12	-7	-7	-2	-3	1	-1.9
O=C(CCN1CCOCC1)NNC(=O)Nc1cccc(C(F)(F)F)c1
 : -2	8	-26	-2	-5	9	24	12	-0.3
COCCn1c(SCc2cc(C(C)=O)ccc2OC)nc2cc(Cl)ccc2c1=O
 : -1	19	-2	-3	21	-1	27	32	5.9
O=C(Nc1ccc(N2CCOCC2)cc1)C1CC(=O)N(c2ccc(Cl)cc2)C1 (stereo unspecified)
 : -2	7	5	-10	-9	-2	6	7	0.4
CCOCCOc1nc2c(c(=O)n(C)c(=O)n2C)n1CCc1ccccc1
 : 1	9	-5	8	18	-9	-1	-25	-1.6
C=C(C)CN1CCN(c2ccc(N3C(=O)CCCC3=O)cc2[N+](=O)[O-])CC1
 : 0	2	12	13	7	-4	12	-8	1.8
CCC(C)N(CC(=O)Nc1cccc(C)c1C)C(=O)CCl (stereo unspecified)
 : -2	53*	8	4	54*	-2	100*	45	3.7
CC(C(=O)NCc1cccs1)N1CCN(S(=O)(=O)c2ccc3c(c2)OCCCO3)CC1 (stereo unspecified)
 : -2	15	10	-10	12	-7	33	25	4.0
COC(=O)c1c(C(=O)OC)c(-c2ccc(C)cc2)n2c1CS(=O)C2 (stereo unspecified)
 : -5	-2	20	8	-1	-3	3	17	-2.2

# Other records follow:
SMILES	XBP1 UPR activ	tim10-1 inh	APJ antagonist	CXCR6 inh	TIM10 inh	APJ ag	Mdm2 MdmX PPI	tim23-1 inh	CHOP UPR activ
Cc1[nH]c2ccc(C(=O)OC(C)C(=O)N(C)c3ccccc3)cc2c1C (stereo unspecified)	-1	30	-11	0	16	8	4	45	1.5
S=c1[nH]nc(-c2ccc(Br)cc2)n1-c1ccc2c(c1)OCCO2	-1	23	2	14	14	0	11	6	-0.6
CC(OC(=O)C1CC1)C(=O)Nc1cccc(S(=O)(=O)N2CCOCC2)c1 (stereo unspecified)	-1	12	4	4	-1	3	8	8	0.7
COc1ccc(NC(=O)C2CCCN(S(=O)(=O)c3ccc(Cl)cc3)C2)cc1OC (stereo unspecified)	-5	16	-14	1	12	-2	0	-4	-1.1
COCCN(Cc1cc2cc3c(cc2nc1Cl)OCO3)C(=O)c1cccc(C)c1	-2	4	2	-16	-19	-1	13	10	2.8
COc1ccc(CCNC(=O)CNC(=O)c2ccc(Br)o2)cc1OC	-2	8	2	-8	-2	9	28	3	-1.9
CCS(=O)(=O)c1ccc2oc(SCC(=O)N3c4ccccc4CC3C)nc2c1 (stereo unspecified)	1	18	-3	-9	-1	0	10	30	-1.3
Cc1ccc(C(=O)NC(=S)NCC2CCCO2)cc1Br (stereo unspecified)	3	23	-8	1	21	3	-49	37	7.2
COC(=O)CCN(C(=O)c1ccc(C)c([N+](=O)[O-])c1)c1ccccn1	-3	7	5	-3	-1	-3	-31	14	-2.5
CCOC(=O)c1ccc(-n2c(-c3ccco3)nc3ccccc3c2=O)cc1	2	17	-1	1	4	-1	15	-4	-1.2
CCn1cc(C(=O)NCc2ccco2)c(=O)c2cc(S(=O)(=O)N3CCc4ccccc4C3)ccc21	-4	-1	-2	8	14	-1	24	18	0.4
Cc1[nH]n(-c2ccccc2)c(=S)c1C=NCCCN=Cc1c(C)[nH]n(-c2ccccc2)c1=S	-2	32	-29	54*	24	0	-4	39	0.2
COc1ccc(S(=O)(=O)Nc2ccccn2)cc1C	-3	-3	-2	-7	7	-2	5	-13	1.0
Cc1cccc(-n2c(=S)[nH]c3nc4c(cc3c2=O)COC(C)(C)C4)c1	-2	-3	5	16	0	-7	28	-9	-0.5
CC(=O)Nc1ccc(S(=O)(=O)NCCc2ccccc2)cc1	-1	2	1	-4	5	-3	10	4	-0.5
CCCn1c(SCC(=O)NCC2CCCO2)nc2c1c(=O)n(C)c(=O)n2C (stereo unspecified)	0	0	-8	-7	5	-3	6	4	-0.8
c1ccc(SCCN2CCN(c3ccccc3)CC2)cc1	0	2	9	-8	3	0	-6	18	2.4
O=C(CN1CCN(c2ccccn2)CC1)Nc1nc2ccccc2s1	-4	11	15	-1	5	-3	20	26	5.3
O=C(O)CCn1[nH]c(=O)c2ccccc2c1=O	0	-2	4	2	0	-3	11	-7	-0.3
CC(=O)Nc1ccc(C(=O)COC(=O)c2c(C)noc2C)c(F)c1	3	-44	3	-5	12	-2	29	13	-1.9
Cc1nc(N2CCN(C)CC2)[nH]c(=O)c1Cc1cccc2ccccc12	6	7	-7	4	2	-2	8	-3	0.5
CC(=O)NCCc1nc2ccccc2n1CCOc1ccccc1	0	3	17	-5	-7	-2	15	3	-0.6
O=C(O)c1cc(-c2ccncc2)nc2ccc(F)cc12	1	5	-11	nt	0	-1	-7	5	0.4
CCOc1ccc(NC(=O)Cn2nnc(-c3ccccc3NC(=O)c3cccs3)n2)cc1	-2	2	8	10	3	-4	16	3	-1.5
O=C(Nc1ccc(Cl)c([N+](=O)[O-])c1)c1ccco1	-1	-30	3	3	-5	-2	-2	16	1.0
COc1ccccc1C(=O)NC(=O)Cn1nc(C)c([N+](=O)[O-])c1C	-3	3	18	-3	3	-6	34	6	-0.1
CCCN(CCC)c1nc(Cl)nc(NCCN2CCOCC2)n1	0	3	11	4	6	-3	23	20	0.2
CCN(CC)c1ccc(/C=N/NC(=O)CNC(=O)c2cccnc2)cc1	-2	-1	-3	-15	0	0	-6	-3	3.0
CC(C)(C)NC(=O)C(c1cccs1)N(CC1CCCO1)C(=O)c1ccc(-c2ccccc2)[nH]1 (stereo unspecified)	0	25	-1	7	42*	-4	-10	33	2.7
CCN1CCN(c2ncc(C(=O)N3CCCc4ccccc43)c3ccccc23)CC1	-1	18	10	-4	-1	-1	3	2	-0.2
CCCN=C1N(C)C[C@@H]2[C@@H]3C(=O)N(Cc4ccccc4)C(=O)[C@@H]3[C@](C)(C(=O)OC)N12	3	1	nt	-4	-8	nt	-2	24	-0.1
N/C(COc1ccc(Cl)cc1Cl)=N\O	0	-4	-9	-3	-17	-1	-17	27	1.6
CC1CCCCC1NC(=O)NC(=O)COC(=O)c1cncc(Br)c1 (stereo unspecified)	-3	27	9	-1	15	0	1	24	-1.4
Cc1cccc(C(C)C)c1NC(=O)COC(=O)C1CC(=O)N(Cc2ccccc2)C1 (stereo unspecified)	2	-8	7	1	-1	-5	6	-6	0.7
CCSc1nnc(NC(=O)CSc2nnc(Cc3cccn3C)n2-c2ccc(C)cc2)s1	-2	8	0	-4	-11	-4	12	-22	2.5
CC(C)(C)c1ccc(/C=C(\C#N)C(=O)Nc2ccccn2)cc1	4	29	-16	-12	38	1	-13	55*	6.3
NC(=O)c1ccc(Oc2ccc3ccc(=O)oc3c2)c([N+](=O)[O-])c1	3	11	5	-4	17	-1	4	19	0.9
CCc1ccccc1NC(=O)CN(C)C(=O)CSc1nnc(Nc2cccc(C)c2)s1	-3	-1	-4	-3	1	-1	39	8	1.3
